Screening data: PubChem BioAssay, Broad Institute
NSD2 block: inhibitors of human NSD2, primary screen, biochemical, plate reader, single point | actives 0.07% (n = 44,000) | inhibition, % at 12.5 µM | NSD2-SET H3K36me1 DELFIA fluorescence; in the data active = inhibition above about 54%, passing the limit was not always enough; inconclusive = no clear call, values can overlap the other calls;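 note: inhibitors reduce the monomethyl H3K36 fluorescence signal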
Target sequence (O96028 whole entry, looked up): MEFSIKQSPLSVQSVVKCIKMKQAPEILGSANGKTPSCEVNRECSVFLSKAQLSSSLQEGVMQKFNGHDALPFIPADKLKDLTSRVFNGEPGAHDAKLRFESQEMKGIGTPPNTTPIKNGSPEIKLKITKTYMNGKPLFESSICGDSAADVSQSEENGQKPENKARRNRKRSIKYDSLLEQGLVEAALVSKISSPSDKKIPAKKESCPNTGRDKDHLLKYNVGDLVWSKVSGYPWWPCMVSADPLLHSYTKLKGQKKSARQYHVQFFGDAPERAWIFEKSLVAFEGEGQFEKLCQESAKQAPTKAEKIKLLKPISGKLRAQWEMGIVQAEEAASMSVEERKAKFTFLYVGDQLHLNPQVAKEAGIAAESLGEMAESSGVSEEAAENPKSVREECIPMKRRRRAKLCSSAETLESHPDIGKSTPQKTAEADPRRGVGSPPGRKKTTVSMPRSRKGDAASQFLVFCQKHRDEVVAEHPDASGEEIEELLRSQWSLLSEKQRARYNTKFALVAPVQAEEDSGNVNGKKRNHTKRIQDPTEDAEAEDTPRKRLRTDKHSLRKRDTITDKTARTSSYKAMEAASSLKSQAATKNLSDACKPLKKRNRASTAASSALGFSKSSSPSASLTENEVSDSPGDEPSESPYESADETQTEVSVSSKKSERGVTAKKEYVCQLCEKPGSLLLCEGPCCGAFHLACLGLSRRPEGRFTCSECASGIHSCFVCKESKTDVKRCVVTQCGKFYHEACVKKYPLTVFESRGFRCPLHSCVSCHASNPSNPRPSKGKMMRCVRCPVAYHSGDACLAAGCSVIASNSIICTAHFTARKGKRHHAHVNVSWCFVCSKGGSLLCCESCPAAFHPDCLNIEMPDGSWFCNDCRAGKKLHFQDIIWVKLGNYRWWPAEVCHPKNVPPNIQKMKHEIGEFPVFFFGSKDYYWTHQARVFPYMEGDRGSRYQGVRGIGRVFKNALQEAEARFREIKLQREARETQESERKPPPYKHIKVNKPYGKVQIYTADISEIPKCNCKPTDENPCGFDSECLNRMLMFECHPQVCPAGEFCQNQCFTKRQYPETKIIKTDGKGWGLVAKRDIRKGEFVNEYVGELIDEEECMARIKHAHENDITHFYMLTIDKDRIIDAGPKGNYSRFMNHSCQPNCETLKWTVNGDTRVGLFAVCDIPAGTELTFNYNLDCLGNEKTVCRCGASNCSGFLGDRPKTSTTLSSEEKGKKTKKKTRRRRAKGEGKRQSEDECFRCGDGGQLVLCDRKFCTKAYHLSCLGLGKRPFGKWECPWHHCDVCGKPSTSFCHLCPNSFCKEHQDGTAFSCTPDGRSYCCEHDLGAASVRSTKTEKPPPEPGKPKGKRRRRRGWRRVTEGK
Numbers without * were called inactive; ? = inconclusive.

SMILES | NSD2 block
C/C=C/c1cnc2c(c1)C(=O)N([C@@H](C)CO)C[C@@H](C)[C@H](CN(C)C(=O)c1ccc3c(c1)OCO3)O2 | -7
CNC[C@H]1Oc2ccc(NS(=O)(=O)c3ccc(OC)cc3)cc2C(=O)N([C@H](C)CO)C[C@H]1C | 2
O=C(C[C@@H]1C=C[C@H](NC(=O)c2cccc(F)c2)[C@@H](CO)O1)Nc1nccs1 | 7
C[C@@H]1CN([C@@H](C)CO)C(=O)c2cc(NC(=O)Cc3cn(C)c4ccccc34)ccc2O[C@@H]1CN(C)CC1CC1 | 4
COc1ccc(NC(=O)N(C)C[C@H]2Oc3ccc(NS(=O)(=O)c4ccccc4)cc3C(=O)N([C@@H](C)CO)C[C@H]2C)cc1 | 0
C[C@@H]1CN([C@H](C)CO)C(=O)c2cc(/C=C/c3ccccc3)cnc2O[C@@H]1CN(C)C(=O)Cc1ccccn1 | 3
C[C@@H]1CN([C@@H](C)CO)C(=O)c2cccc(NC(=O)Nc3ccc4c(c3)OCO4)c2O[C@@H]1CN(C)S(=O)(=O)c1ccccc1 | -1
C[C@H](CO)N1C[C@H](C)[C@H](CN(C)S(=O)(=O)c2ccc(Cl)cc2)Oc2c(NC(=O)Nc3cccc4ccccc34)cccc2C1=O | 5
COc1ccc(S(=O)(=O)N(C)C[C@@H]2Oc3ccc(NC(=O)CCCN(C)C)cc3CC(=O)N([C@@H](C)CO)C[C@H]2C)cc1 | -17
C[C@H](CO)N1C[C@H](C)[C@@H](CN(C)S(=O)(=O)c2ccc(F)cc2)Oc2ccc(NC(=O)c3ccncc3)cc2CC1=O | 7
C[C@@H]1CN([C@@H](C)CO)C(=O)c2cccc(NS(C)(=O)=O)c2O[C@@H]1CN(C)C(=O)NC1CCCCC1 | 1
CC(=O)N(C)C[C@@H]1Oc2cc(-c3ccncc3)ccc2S(=O)(=O)N([C@@H](C)CO)C[C@H]1C | -1
Cn1c(SCc2nc3ccccc3[nH]2)nnc1-c1ccccn1 | 4
O=C(/C=C/c1ccc(OCc2ccccc2)cc1)NO | -1
Cc1noc(C)c1NC(=O)Nc1ccc2c(c1)C(=O)N([C@H](C)CO)C[C@H](C)[C@@H](CN(C)C(=O)Cc1ccccc1)OCCCC[C@@H](C)O2 | 0
CC(C)c1ccc2c(c1)C(O)CC1C(C)(CO)CCCC21C (stereo not drawn) | 2
COc1ccc(NC(=O)Nc2ccc3c(c2)[C@@H]2C[C@H](CC(=O)N4CCOCC4)O[C@H](CO)[C@@H]2O3)cc1 | -2
C[C@@H]1CN([C@H](C)CO)C(=O)c2cc(NS(=O)(=O)c3cccs3)ccc2O[C@@H](C)CCCCO[C@H]1CN(C)Cc1ccc(C(=O)O)cc1 | 7
C[C@@H]1CCCCO[C@H](CN(C)C(=O)Cc2ccccc2)[C@@H](C)CN([C@@H](C)CO)C(=O)c2cc(NC(=O)c3ccncc3)ccc2O1 | -2
Cc1ccc(-c2cnc3c(c2)C(=O)N([C@H](C)CO)C[C@H](C)[C@@H](CN(C)Cc2ccccc2F)O3)cc1 | -1
COc1ccc(S(=O)(=O)N(C)C[C@H]2Oc3ccc(NC(=O)Nc4ccccc4)cc3CC(=O)N([C@H](C)CO)C[C@H]2C)cc1 | -6
C[C@H](CO)N1C[C@H](C)[C@H](CN(C)C(=O)CN(C)C)Oc2cc(C#Cc3cccnc3)ccc2S1(=O)=O | -11
C[C@@H]1CN([C@@H](C)CO)C(=O)c2cc(NC(=O)CCCN(C)C)ccc2O[C@H]1CN(C)C(=O)NC1CCCCC1 | -1
Cc1noc(C)c1S(=O)(=O)N(C)C[C@H]1OCCCC[C@@H](C)Oc2ccc(NS(C)(=O)=O)cc2C(=O)N([C@@H](C)CO)C[C@H]1C | -1
O=C(N/N=C/c1ccc(I)cc1)c1ccccc1O | 2

Exported with tabs: part of the list above
SMILES	NSD2 block
C[C@@H]1CN([C@@H](C)CO)C(=O)c2cc(NC(=O)CCCN(C)C)ccc2O[C@H]1CN(C)C(=O)NC1CCCCC1	-1
Cc1noc(C)c1S(=O)(=O)N(C)C[C@H]1OCCCC[C@@H](C)Oc2ccc(NS(C)(=O)=O)cc2C(=O)N([C@@H](C)CO)C[C@H]1C	-1

Shown field by field: 4 of the compounds above
O=C(N/N=C/c1ccc(I)cc1)c1ccccc1O
  NSD2 block: 2
COc1ccc(S(=O)(=O)N(C)C[C@@H]2Oc3ccc(NC(=O)CCCN(C)C)cc3CC(=O)N([C@@H](C)CO)C[C@H]2C)cc1
  NSD2 block: -17
C[C@@H]1CN([C@@H](C)CO)C(=O)c2cc(NC(=O)Cc3cn(C)c4ccccc34)ccc2O[C@@H]1CN(C)CC1CC1
  NSD2 block: 4
COc1ccc(NC(=O)Nc2ccc3c(c2)[C@@H]2C[C@H](CC(=O)N4CCOCC4)O[C@H](CO)[C@@H]2O3)cc1
  NSD2 block: -2

Further records.
SMILES | NSD2 block
C[C@@H]1CCCCO[C@@H](CN(C)C)[C@@H](C)CN([C@@H](C)CO)C(=O)c2cc(NS(=O)(=O)c3ccc(Cl)cc3)ccc2O1 | 2
C[C@H]1CCCCO[C@H](CN(C)C)[C@@H](C)CN([C@@H](C)CO)C(=O)c2cc(NS(=O)(=O)c3cn(C)cn3)ccc2O1 | ?
C[C@H]1CN([C@@H](C)CO)C(=O)CCCn2cc(nn2)CO[C@H]1CN(C)C(=O)NC1CCCCC1 | 6
Cc1noc(C)c1S(=O)(=O)Nc1cccc2c1O[C@H](CN(C)C(=O)Nc1ccc3c(c1)OCO3)[C@H](C)CN([C@H](C)CO)C2=O | 1
CC(C)=CC(=O)CC(O)(c1ccccc1)c1ccccc1 | 8
COc1cc(O)c(CC=C(C)C)c(O)c1C(=O)CCc1ccc(O)cc1 | -25
C[C@@H]1CN([C@@H](C)CO)C(=O)c2cc(NC(=O)c3ccncc3)ccc2O[C@@H](C)CCCCO[C@@H]1CN(C)S(=O)(=O)c1ccccc1 | 1
COc1ccc(CN(C)C[C@@H]2Oc3c(NS(=O)(=O)c4ccccc4)cccc3C(=O)N([C@@H](C)CO)C[C@@H]2C)cc1 | 7
C[C@@H]1CCCCO[C@@H](CN(C)C(=O)CCC(F)(F)F)[C@@H](C)CN([C@H](C)CO)C(=O)c2cc(N(C)C)ccc2O1 | ?
COc1ccc(NC(=O)Nc2ccc3c(c2)CC(=O)N([C@@H](C)CO)C[C@H](C)[C@H](CN(C)S(=O)(=O)c2ccc(Cl)cc2)O3)cc1 | 0
O=C(C[C@H]1C[C@@H]2c3cc(NC(=O)CC4CC4)ccc3O[C@@H]2[C@@H](CO)O1)NCc1cccnc1 | 0
COc1ccccc1-c1cnc2c(c1)C(=O)N([C@@H](C)CO)C[C@H](C)[C@@H](CN(C)C(=O)c1cccnc1)O2 | 2
CCCNC(=O)N(C)C[C@@H]1Oc2cc(C#Cc3cccc(F)c3)ccc2S(=O)(=O)N([C@@H](C)CO)C[C@H]1C | 12
C[C@H]1CN([C@@H](C)CO)C(=O)Cc2cc(NC(=O)NC3CCCCC3)ccc2O[C@H]1CN(C)CC1CC1 | 0
C=C[C@H]1[C@H](O[C@@H]2O[C@H](CO)[C@@H](O)[C@H](O)[C@H]2O)OC=C2C(=O)N3Cc4c([nH]c5ccccc5c4=O)[C@@H]3C[C@H]21 | -5
C[C@@H]1CN([C@H](C)CO)C(=O)Cc2cc(NC(=O)Nc3ccc(C(F)(F)F)cc3)ccc2O[C@H]1CN(C)S(=O)(=O)c1ccc(F)cc1 | -6
CN(C)CC(=O)Nc1ccc2c(c1)[C@@H]1C[C@H](CC(=O)NCC3CC3)O[C@@H](CO)[C@@H]1O2 | -2
C[C@H](CO)N1C[C@H](C)[C@H](CN(C)C(=O)C2CCCCC2)OCCCC[C@H](C)Oc2ccc(N(C)C)cc2C1=O | -2
C[C@H](CO)N1C[C@H](C)[C@H](CN(C)C(=O)c2ccncc2)Oc2cc(C3=CCCC3)ccc2S1(=O)=O | 1
C[C@@H]1CN([C@@H](C)CO)C(=O)c2cc(C#CC3CC3)cnc2O[C@H]1CN(C)C(=O)CC1CC1 | 6
CCC(=O)N(C)C[C@@H]1Oc2cc(C#Cc3ccccc3)ccc2S(=O)(=O)N([C@@H](C)CO)C[C@@H]1C | 15
C[C@H](CO)N1C[C@H](C)[C@@H](CN(C)C(=O)NC2CCCCC2)Oc2ncc(-c3ccccc3F)cc2C1=O | 7
CCCC#Cc1ccc2c(c1)O[C@@H](CN(C)C(=O)CC)[C@@H](C)CN([C@H](C)CO)S2(=O)=O | -10
C[C@@H]1CCCCO[C@H](CN(C)C(=O)c2ccccc2)[C@H](C)CN([C@H](C)CO)C(=O)c2cc(NS(=O)(=O)c3ccc(Cl)cc3)ccc2O1 | 0
Cc1noc(C)c1NC(=O)N(C)C[C@H]1Oc2ccc(NS(=O)(=O)c3ccc(F)cc3)cc2C(=O)N([C@@H](C)CO)C[C@H]1C | 7
The listing continues.
SMILES | NSD2 block
C[C@@H]1CN([C@@H](C)CO)C(=O)c2cccc(NC(=O)Nc3ccccc3)c2O[C@H]1CN(C)C(=O)NC1CCCCC1 | -3
CNC[C@@H]1Oc2cc(-c3cncnc3)ccc2S(=O)(=O)N([C@@H](C)CO)C[C@H]1C | -3
C[C@H]1CN([C@@H](C)CO)S(=O)(=O)c2ccc(C#Cc3ccccc3)cc2O[C@@H]1CN(C)C(=O)CN(C)C | 8
Cc1ccc(S(=O)(=O)N(C)C[C@@H]2Oc3ccc(NS(=O)(=O)c4cccs4)cc3C(=O)N([C@@H](C)CO)C[C@H]2C)cc1 | -3
C[C@H]1CN([C@@H](C)CO)C(=O)Cc2cc(NC(=O)NC3CCCCC3)ccc2O[C@@H]1CN(C)S(C)(=O)=O | 0
CNC[C@H]1Oc2ccc(NS(=O)(=O)c3ccccc3)cc2C(=O)N([C@@H](C)CO)C[C@H]1C | 0
CNC[C@@H]1Oc2ccc(NC(=O)Cc3ccccc3)cc2CC(=O)N([C@H](C)CO)C[C@@H]1C | 1
COc1ccc(NC(=O)N(C)C[C@H]2OCc3ccccc3-c3ccccc3C(=O)N([C@@H](C)CO)C[C@@H]2C)c(OC)c1 | 1
C[C@@H]1CN([C@@H](C)CO)C(=O)Cc2cc(NS(C)(=O)=O)ccc2O[C@@H]1CN(C)S(=O)(=O)c1ccccc1 | 1
CCCN(C)C[C@@H]1Oc2ncc(-c3cccnc3)cc2C(=O)N([C@@H](C)CO)C[C@@H]1C | -3
CO[C@@H](CN(C)Cc1ccc2c(c1)OCO2)[C@@H](C)CN(C(=O)c1ccccc1)[C@@H](C)CO | -3
CC(C)CNC(=O)[C@@]1(C)c2ccccc2C(=O)N(Cc2cc(F)cc(C(F)(F)F)c2)[C@H]1c1ccc(CO)cc1 | -6
C[C@@H]1CN([C@@H](C)CO)C(=O)Cc2cc(N(C)C)ccc2O[C@@H]1CN(C)C(=O)NC1CCCCC1 | 0
C[C@H]1CN([C@@H](C)CO)C(=O)c2cccc(NC(=O)CCCCCC(=O)Nc3ccccc3N)c2O[C@@H]1CN(C)S(=O)(=O)c1cn(C)cn1 | 1
CC(=O)OC/C(=C\COc1cc(=O)oc2cccc(C)c12)CCC=C(C)C | -1
C[C@@H]1CN([C@H](C)CO)C(=O)c2cccc(NC(=O)c3cnccn3)c2O[C@H]1CN(C)C(=O)NC1CCCCC1 | -6
Cc1ccc(S(=O)(=O)Nc2ccc3c(c2)CC(=O)N([C@H](C)CO)C[C@H](C)[C@H](CN(C)C(=O)Nc2c(C)noc2C)O3)cc1 | -3
C[C@H](CO)N1C[C@H](C)[C@H](CN(C)C(=O)Nc2cccc3ccccc23)Oc2ccc(NC(=O)CCN3CCOCC3)cc2C1=O | 0
Cc1ccc(S(=O)(=O)N(C)C[C@H]2Oc3cc(-c4cccc(F)c4)ccc3S(=O)(=O)N([C@H](C)CO)C[C@@H]2C)cc1 | 11
C[C@@H]1CCCCO[C@@H](CN(C)Cc2ccc(C(=O)Nc3ccccc3N)cc2)[C@@H](C)CN([C@H](C)CO)C(=O)c2cc(NS(=O)(=O)c3cn(C)cn3)ccc2O1 | -4
C[C@@H]1CN([C@H](C)CO)C(=O)c2cccc(NC(=O)Nc3ccc4c(c3)OCO4)c2O[C@@H]1CN(C)C | -9
COc1ccc(CN(C)C[C@@H]2OCCCC[C@@H](C)Oc3ccc(NC(=O)Nc4ccc(F)cc4)cc3C(=O)N([C@@H](C)CO)C[C@@H]2C)cc1 | 10
C[C@@H]1CN([C@@H](C)CO)C(=O)c2ccccc2-c2ccccc2CO[C@@H]1CN(C)S(=O)(=O)c1cccc(C#N)c1 | -12
C[C@@H]1CN([C@H](C)CO)C(=O)c2cc(NS(=O)(=O)c3ccccc3)ccc2O[C@@H](C)CCCCO[C@@H]1CN(C)Cc1ccncc1 | 4
CC(C)NC(=O)Nc1ccc2c(c1)CC(=O)N([C@H](C)CO)C[C@H](C)[C@H](CN(C)S(C)(=O)=O)O2 | -6
COc1ccc(NC(=O)N(C)C[C@@H]2Oc3ccc(NS(=O)(=O)c4ccc(F)cc4)cc3CC(=O)N([C@H](C)CO)C[C@H]2C)cc1 | 5
CCCC#Cc1ccc2c(c1)O[C@H](CN(C)CC1CCOCC1)[C@@H](C)CN([C@@H](C)CO)S2(=O)=O | -10
COc1ccc(NC(=O)N(C)C[C@@H]2OCCCC[C@@H](C)Oc3ccc(NS(=O)(=O)c4ccc(Cl)cc4)cc3C(=O)N([C@@H](C)CO)C[C@H]2C)cc1 | -3
Cc1ccc(S(=O)(=O)N(C)C[C@H]2Oc3ccc(NC(=O)CCCCCC(=O)Nc4ccccc4N)cc3C(=O)N([C@@H](C)CO)C[C@H]2C)cc1 | -7

Some of the compounds tested, so the mix of outcomes need not match the whole.
